From PubChem
ZTA DNA inh – counter-screen for EBNA-1 inhibitors: inhibitors of Epstein-Barr virus ZTA. actives 0.15% (n = 320,000). ZTA-DNA binding, fluorescence polarization. P03206. inhibition, % at 11 µM; in the data active means inhibition above about 33%
Target sequence (P03206 whole entry, looked up): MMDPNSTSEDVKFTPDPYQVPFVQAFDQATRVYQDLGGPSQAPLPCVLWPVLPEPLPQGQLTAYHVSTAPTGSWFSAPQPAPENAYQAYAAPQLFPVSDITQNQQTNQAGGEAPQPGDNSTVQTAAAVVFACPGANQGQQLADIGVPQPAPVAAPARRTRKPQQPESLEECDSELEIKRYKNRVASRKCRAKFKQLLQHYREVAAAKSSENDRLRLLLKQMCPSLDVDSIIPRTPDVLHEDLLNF
TPT1 inh – Candida albicans TPT1 enzyme inhibitors, primary screen, biochemical, fluorescence polarization. actives 0.81% (n = 300,000). recombinant caTPT1, FP RNA substrate dephosphorylation. inhibition, % at 5 µM;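 active means inhibition above the mean of all tested compounds plus 3 SD, set per screening campaign, cut at about 24% in these data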;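 further: plate controls were DMSO alone for no effect and ferristatin control at 100 nM for full effect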
EBNA-1 inh – EBNA-1 DNA-binding inhibitors, primary screen, biochemical, fluorescence polarization; inhibition, % at 14.8 µM; actives 0.34% (n = 300,000); in the data active means inhibition above about 28%
HCV core dimer – inhibitors of HCV core protein dimerization, primary screen, biochemical, TR-FRET, high-throughput. inhibition, % at 5 µM. actives 0.33% (n = 300,000). TR-FRET GST/Flag-core106 dimerization, 1536-well;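 active means inhibition above the mean of all tested compounds plus 3 SD, set per screening campaign, cut at about 45% in these data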
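Material: Tagged HCV core106 pair (GST and Flag) | Amount: GST-core106 13.5 nM, Flag-core106 17 nM | Medium: KF-containing HEPES buffer, pH 7.45, DTT, CHAPS, BSA | Reagent: Eu donor and XL665 acceptor anti-tag antibodies | Schedule: 4 h at 22.5 °C | Technique: Time-resolved FRET, ex 340 nm, em 617 and 671 nm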
PP1 inh – PP1-alpha phosphatase inhibitors, primary screen, counter-screen for PP5 inhibitor project, biochemical, fluorescence, OMFP substrate, single point; Serine/threonine-protein phosphatase PP1-alpha catalytic subunit (Homo sapiens), P62136; purified PP1alpha; inhibition, % at 6.7 µM; actives 0.9% (n = 320,000); AID 2235, 2010;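 active means inhibition above the mean inhibition of all tested compounds plus 3 SD, computed separately for each screening campaign, cut at about 15% in these data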
Target sequence (P62136 whole entry, looked up): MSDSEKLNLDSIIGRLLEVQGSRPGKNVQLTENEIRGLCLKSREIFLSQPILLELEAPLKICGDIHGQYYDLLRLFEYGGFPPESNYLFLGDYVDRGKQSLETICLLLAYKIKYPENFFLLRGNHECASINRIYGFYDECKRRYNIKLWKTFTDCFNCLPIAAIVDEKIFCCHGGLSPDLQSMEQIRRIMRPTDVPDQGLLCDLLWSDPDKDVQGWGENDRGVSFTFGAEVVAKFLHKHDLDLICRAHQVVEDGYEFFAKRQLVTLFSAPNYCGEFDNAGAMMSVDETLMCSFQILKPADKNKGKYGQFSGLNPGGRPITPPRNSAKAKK
PP5 primary – PP5 phosphatase inhibitors, primary screen, biochemical, fluorescence; AID 1987, 2009; Serine/threonine-protein phosphatase 5 (Homo sapiens), P53041; inhibition, % at 6.7 µM; actives 0.18% (n = 320,000); purified PP5c, OMFP substrate fluorescence;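 active means inhibition above the campaign's mean inhibition across all tested compounds plus 3 SD, cut at about 9.5% in these data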;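 further: 0% = DMSO only and 100% = 100 µM cantharidin control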
GASC-1 inh – inhibitors of GASC-1 histone demethylase, primary screen, biochemical, fluorescence, DELFIA europium. Lysine-specific demethylase 4C (Homo sapiens), Q9H3R0. GST-JMJD2C(1-420) H3K9me3 demethylation. inhibition, % at 2.35 µM. actives 0.069% (n = 330,000). AID 2099, 2009;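 active means more than half of a compound's replicate wells show inhibition beyond 50%, single wells judged on their own value; inconclusive means some, but no more than half, of replicates pass 50% inhibition; inactive means no replicate passes 50% inhibition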;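 further: signal counts dimethyl H3K9 product captured on neutravidin plate; 0% = median of DMSO wells and 100% = 0.3 times that DMSO median; strong numbers were not always called active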
Target sequence (Q9H3R0 1-420 limits assumed): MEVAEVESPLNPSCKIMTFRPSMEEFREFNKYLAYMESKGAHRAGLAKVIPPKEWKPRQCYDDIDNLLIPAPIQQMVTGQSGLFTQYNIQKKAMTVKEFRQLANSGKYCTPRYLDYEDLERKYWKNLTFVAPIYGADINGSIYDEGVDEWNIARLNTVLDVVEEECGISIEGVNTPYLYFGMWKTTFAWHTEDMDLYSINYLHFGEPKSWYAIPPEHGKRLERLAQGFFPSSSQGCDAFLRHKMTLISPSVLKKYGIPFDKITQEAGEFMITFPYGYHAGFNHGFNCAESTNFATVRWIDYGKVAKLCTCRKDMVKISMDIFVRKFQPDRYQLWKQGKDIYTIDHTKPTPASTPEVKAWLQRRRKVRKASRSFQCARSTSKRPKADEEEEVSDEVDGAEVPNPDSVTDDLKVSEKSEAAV
CTSL1 counter – Fasciola hepatica cathepsin L1 inhibitors, primary screen, counter-screen for PFM18AAP inhibitor project, biochemical, QFRET, fluorogenic peptide substrate. AID 1906, 2009. inhibition, % at 5.96 µM. actives 0.49% (n = 300,000). recombinant F. hepatica cathepsin L1, Z-Leu-Arg-MCA fluorescence;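 active means inhibition above the mean of all tested compounds plus 3 SD, set per screening campaign, cut at about 17% in these data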;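 further: 0% = plate median of test compound wells and 100% = 1 µM Z-Phe-Ala-diazomethylketone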
CR mimetic SO – reduction of superoxide in aged yeast, primary screen, HTS; superoxide response (% of plate mean), % at 10 µM; S. cerevisiae aged cells, superoxide DHE fluorescence; stronger effect = lower value; actives 0.18% (n = 330,000); AID 2690, 2010;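 active means superoxide response under a set limit, about three screen SD below normal, cut at about 65% in these data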;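 further: yeast aged for seven days with compound at 30 °C before DHE staining; 100% = average MFI of all compound-treated wells on the plate with controls excluded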
Numbers without * were called inactive; ? = inconclusive; · = no result given.

cpd | Structure | ZTA DNA inh | TPT1 inh | EBNA-1 inh | HCV core dimer | PP1 inh | PP5 primary | GASC-1 inh | CTSL1 counter | CR mimetic SO
1 | COc1ccc(OC)c(NC(=O)CCC(=O)Nc2nnc(C(F)(F)F)s2)c1 | -7 | -5 | -2 | 1 | -2 | 0.5 | 15 | -1 | 94
2 | COC(=O)C(C)(C)ONC(=O)Nc1ccccc1 | 9 | -1 | -8 | -8 | -2 | -4.2 | -9 | -7 | 89
3 | CCN(CC(=O)NCc1cccs1)c1ccc(S(=O)(=O)N2CCCC2)cn1 | -20 | -3 | -1 | -1 | 3 | 1.2 | 0 | 3 | 117
4 | CC(=O)N1CCC(N(CCCOC(C)C)C(=O)Nc2ccc(Cl)cc2)CC1 | 8 | -1 | -3 | -2 | -1 | 3.4 | -11 | -4 | 111
5 | Cc1ccc(C)c(-c2nnc(NC(=O)c3ccco3)o2)c1 | 9 | 0 | 0 | 8 | -1 | -0.9 | -19 | 3 | 99
6 | COc1ccccc1N1CCN(C(=O)c2ccc3[nH]c4c(c3c2)CCCC4)CC1 | -7 | 0 | 1 | 5 | 2 | 1.3 | 3 | 2 | 88
7 | COc1cc(CC(=O)NNC(=O)c2cc(C)oc2C)cc(OC)c1OC | 8 | -2 | 8 | -9 | 0 | -1.1 | 6 | 5 | 97
8 | CC(=O)Nc1cccc(NC(=O)COc2ccccc2C)c1 | 94* | 1 | 0 | 1 | 0 | 1.7 | -14 | -6 | 112
9 | O=C(Cc1cccs1)N1CCN(S(=O)(=O)c2cccc([N+](=O)[O-])c2)CC1 | -15 | -2 | -6 | -4 | -5 | 0.5 | -2 | 0 | 98
10 | CN(CCCN1CCOCC1)C(=O)c1cc(COc2c(F)cccc2F)on1 | 1 | -1 | 1 | -12 | 3 | -1.2 | 4 | 6 | 101

(list continues)
cpd | Structure | ZTA DNA inh | TPT1 inh | EBNA-1 inh | HCV core dimer | PP1 inh | PP5 primary | GASC-1 inh | CTSL1 counter | CR mimetic SO
11 | Cc1cc(C(=O)Nc2ccccc2C(=O)N2CCCCC2)ccc1[N+](=O)[O-] | -6 | -4 | -3 | -9 | 1 | -0.2 | -4 | 0 | 92
12 | O=C(Nc1ccc(F)c(Cl)c1)C1CCCCC1 | 5 | -2 | 6 | -3 | 2 | 0.9 | 5 | 3 | 97
13 | Cc1cccc(N2CSC3=C(C#N)C(c4ccc(C)o4)CC(=O)N3C2)c1 (configuration not stated) | 13 | 14 | 2 | 84* | 20* | 5.4 | -11 | -4 | 72
14 | CCCCOc1ccc(NS(=O)(=O)c2ccc(-n3cnnn3)cc2)cc1 | 15 | -1 | -16 | -7 | 0 | 4.8 | -12 | 0 | 106
15 | Cc1ccc2[nH]c3c(c2c1)CN(C(=O)CN1CCN(C(=O)c2ccco2)CC1)CC3 | -9 | -6 | 1 | -7 | 0 | 2.5 | -5 | 1 | 120
16 | CCOC(=O)C1CCN(C(=O)COc2cc(C)c(Br)c(C)c2)CC1 | 4 | 0 | -2 | 4 | -2 | 0.3 | 26 | 1 | 107
17 | Cc1cc(OC(C)C(=O)NCC2CCC(C(=O)O)CC2)c2c(C)c(C)c(=O)oc2c1 (configuration not stated) | 7 | -3 | -1 | 3 | -5 | -0.3 | 0 | 1 | 94
18 | CCN(C(=O)COC(=O)/C=C/c1cccc(Br)c1)C1CCS(=O)(=O)C1 (configuration not stated) | -7 | -4 | 4 | -1 | -2 | 1.0 | 1 | -1 | 96
19 | CSCCC(NS(=O)(=O)c1ccccc1F)C(=O)NCc1ccncc1 (configuration not stated) | 0 | -2 | -2 | -1 | -4 | -1.0 | 3 | -1 | 80
20 | O=C(NCC1CCCO1)c1cccc(NC(=O)c2ccc(Br)cc2)c1 (configuration not stated) | 11 | 1 | -4 | -3 | -8 | 0.5 | 8 | 5 | 97

Other compounds
cpd | Structure | ZTA DNA inh | TPT1 inh | EBNA-1 inh | HCV core dimer | PP1 inh | PP5 primary | GASC-1 inh | CTSL1 counter | CR mimetic SO
21 | CCOc1ccc(-c2cc(C(=O)NN=C3CCN(C)CC3)[nH]n2)cc1 | -13 | 2 | 5 | -1 | 1 | 3.0 | -14 | -1 | 97
22 | O=C(CC(=O)NC1CCCCC1)N/N=C/c1ccccc1[N+](=O)[O-] | -9 | -4 | -10 | 0 | 0 | -0.6 | 0 | 0 | 88
23 | CCCn1c(SCC(=O)NCc2ccc(Cl)cc2)n[nH]c1=O | 1 | 7 | 2 | 3 | -8 | 0.5 | 1 | 1 | 109
24 | Cc1c(C)c2ccc(OCC(=O)Nc3ccccn3)c(C)c2oc1=O | 3 | -2 | 6 | 13 | 2 | -0.1 | 6 | 2 | 113
25 | CS(=O)(=O)N(CC(=O)N/N=C/c1cccc2c1OCCO2)c1ccccc1Br | -11 | 3 | -5 | 7 | -4 | 4.0 | 4 | -4 | 95
26 | CCNC(=S)NNC(=O)c1cc(-c2cccc(OCC)c2)nc2ccccc12 | 2 | -3 | 7 | 3 | 0 | 0.7 | ? | -3 | 113
27 | O=C(Oc1cccc(-n2cnnn2)c1)c1ccccc1 | 20 | 3 | 3 | 2 | -3 | -0.9 | -5 | -1 | 100
28 | CCOc1ccc(C(=O)NCC(=O)NCC(c2cccs2)N2CCOCC2)cc1 (configuration not stated) | 18 | -1 | -8 | 1 | -2 | -5.2 | 5 | 0 | 116
29 | CC1CCN(S(=O)(=O)c2cc3c4c(c2)CCN4C(=O)CC3)CC1 | -23 | 0 | -5 | -1 | 3 | -1.4 | -8 | 14 | 106
30 | CNCC(=O)Nc1ccc(OC(F)(F)F)cc1 | 5 | -4 | -11 | 0 | 0 | -0.7 | -18 | -6 | 112

Next part.
cpd | Structure | ZTA DNA inh | TPT1 inh | EBNA-1 inh | HCV core dimer | PP1 inh | PP5 primary | GASC-1 inh | CTSL1 counter | CR mimetic SO
31 | O=C1c2ccccc2C(=O)C1c1ccc(Cl)cc1 | -11 | -2 | 2 | 2 | 1 | 2.4 | 4 | -3 | 83
32 | Cc1cc(C)n(-c2nnc3n2N=C(c2ccccc2)CS3)n1 | 9 | -1 | -8 | -1 | -6 | 1.0 | 0 | -2 | 102
33 | Cc1nc2ncnn2c(C)c1Cc1cccc(F)c1 | 13 | -2 | 10 | 0 | -5 | -3.5 | 12 | 2 | 100
34 | CC1(C)CC(=O)C=C(Nc2ccccc2N)C1 | 15 | -3 | 4 | 1 | 2 | 0.5 | 0 | -6 | 109
35 | CC(C)C(=O)N1CCN(c2ccccc2NC(=S)NC(=O)c2cccs2)CC1 | 14 | -2 | 7 | 10 | 1 | 1.1 | 7 | 0 | 82
36 | Cc1ccc(S(=O)(=O)N(CC(=O)NCCSc2ccccn2)c2ccccc2F)cc1 | 7 | 0 | 4 | -1 | -3 | -0.5 | 1 | 0 | 113
37 | COc1ccc2c(CC(=O)OCC(=O)Nc3ccc4c(c3)OCO4)coc2c1 | 1 | -2 | 12 | 6 | -3 | 0.8 | -6 | -8 | 94
38 | CCN(C(=O)COC(=O)c1ccc(Br)o1)C1CCCCC1 | -1 | 1 | 2 | 2 | -3 | -1.3 | 8 | -3 | 93
39 | S=C(NCc1ccco1)NCC(c1ccco1)N1CCCCC1 (configuration not stated) | -24 | -6 | -8 | -5 | -1 | -0.6 | -3 | -5 | 111
40 | CCSc1nnc2n(-c3ccc(OC)cc3)c(=O)c3c4c(sc3n12)CCCC4 | -5 | -4 | 3 | 11 | 1 | -0.5 | 2 | 0 | 104

Next section
| entry | smiles | ZTA DNA inh | TPT1 inh | EBNA-1 inh | HCV core dimer | PP1 inh | PP5 primary | GASC-1 inh | CTSL1 counter | CR mimetic SO |
| --- | --- | --- | --- | --- | --- | --- | --- | --- | --- | --- |
| 41 | CC1CCCCN1C(=O)c1cc2nc(-c3ccccc3)cc(-c3ccccc3)n2n1 (configuration not stated) | -1 | -2 | 5 | 10 | 6 | 2.2 | 6 | 4 | 138 |
| 42 | CCOC(=O)C1C(=O)NC(N2CCCCC2)=NC1c1ccco1 (configuration not stated) | 5 | 0 | 10 | -6 | -2 | -1.1 | 9 | -3 | 100 |
| 43 | C=CCn1c(Sc2nnc(C)s2)nc2c1c(=O)[nH]c(=O)n2C | -1 | -2 | -5 | -6 | 3 | 2.9 | -12 | -1 | 91 |
| 44 | CS(=O)(=O)N(CC(=O)NCC1CCCO1)c1cccc(Cl)c1 (configuration not stated) | -6 | 0 | -7 | -2 | -4 | 0.2 | 2 | 3 | 93 |
| 45 | CC(=O)c1cccc(S(=O)(=O)N2CCC(C(=O)OC3CCOC3=O)CC2)c1 (configuration not stated) | 1 | · | · | · | -1 | 0.4 | 6 | · | 91 |
| 46 | Cc1cc(C)cc(N(CC(=O)N2CCN(c3ccccc3)CC2)S(=O)(=O)c2c(C)noc2C)c1 | -7 | -2 | -3 | 9 | -6 | 5.2 | 0 | 3 | 106 |
| 47 | CC(=O)c1sc(Nc2cccc(C)c2)nc1C | -16 | -2 | -3 | 12 | -2 | 0.0 | 3 | 3 | 81 |
| 48 | Nc1cc(=O)[nH]c(SCC(=O)Nc2cc(Cl)cc(Cl)c2)n1 | -6 | 0 | 12 | -1 | 0 | 1.9 | 0 | 3 | 91 |
| 49 | COc1ccc(OC)c(-n2c(C)cc(C=O)c2C)c1 | -11 | 3 | -11 | 0 | -1 | 2.4 | 15 | -8 | 109 |
| 50 | CNC(=O)/C(=C\C=C\c1ccccc1)NC(=O)c1ccc([N+](=O)[O-])cc1 | 9 | 10 | 7 | -4 | 3 | 1.0 | 12 | 2 | 120 |
| 51 | O=C(N/N=C/c1ccc2c(c1)OCO2)c1cc(-c2ccccc2)nc2ccccc12 | -7 | 2 | -2 | 17 | 0 | 4.8 | 6 | -5 | 115 |
| 52 | CCOC(=O)C1CCN(C(=O)CCc2ccc(S(=O)(=O)NC(C)C)cc2)CC1 | 8 | -1 | 4 | -2 | -4 | 1.8 | 2 | 1 | 92 |
| 53 | COC(=O)/C(C(C)=O)=C(\C=C\N(C)C)N(C)C | 3 | -2 | 3 | -4 | -3 | -0.2 | 14 | 0 | 81 |
| 54 | O=C(CNC(=O)c1ccc([N+](=O)[O-])cc1)N/N=C\c1ccc(OC(=O)c2ccccc2)cc1 | 9 | -4 | 15 | 30 | 16* | -0.8 | 0 | 2 | 96 |
| 55 | COc1ccc(C2=Nn3c(nnc3-c3ccccn3)SC2)cc1 | -2 | 2 | -9 | 2 | 7 | 1.3 | 3 | 9 | 90 |
| 56 | Cc1ccc(-n2nc3c(=O)n(CC(=O)NCc4cccs4)nc(C)c3c2C)cc1 | 6 | 1 | -4 | 0 | -3 | 0.8 | -12 | 1 | 110 |
| 57 | O=C(Cn1cnc2ccccc21)Nc1ccc2c(c1)OCCCO2 | -9 | · | · | · | 2 | 2.8 | 9 | · | 99 |
| 58 | CC(=O)N1CC(C)Sc2ccc(S(=O)(=O)NCCc3ccccc3)cc21 (configuration not stated) | -6 | -4 | 6 | -6 | 3 | 1.7 | -3 | 0 | 92 |
| 59 | Cc1cc(C)n2nc(SC(C)C(=O)Nc3ccc(Cl)cn3)nc2n1 (configuration not stated) | 3 | -1 | 3 | 2 | -3 | -1.5 | -6 | 7 | 98 |
| 60 | COc1ccccc1N1CCN(c2ccc3cc(S(=O)(=O)N4CCCCC4)ccc3n2)CC1 | -22 | -5 | -7 | 31 | -2 | 2.8 | -2 | 4 | 108 |
